MPTP block = mitochondrial permeability transition pore inhibitors, primary screen, biochemical, isolated mouse mitochondria, absorbance | AID 602449, 2012 | inhibition, % at 10 µM | Ca2+ swelling absorbance, 30 min | 360,000 compounds, 1.4% hits;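 active means inhibition of 50% or more, scaled per plate between neutral and stimulator controls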;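 further: 0% = DMSO wells given calcium and 100% = 1 mM EGTA wells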
The depositor's hits bear a star.

mol,MPTP block
O=C(NCc1ccccc1)c1cc(C2CCCCN2S(=O)(=O)c2cccs2)on1 (stereo unspecified),0.6
CCCc1c(-c2ccccc2F)ncn1CCc1ccccc1OC,0.6
NC(COCc1ccccc1)c1csc(Nc2ccccn2)n1 (stereo unspecified),0.9
COc1cc(-c2cc(=O)c3c(O)cc(O)cc3o2)cc(OC)c1OC,0.8
CCNC(=O)C1(C)CCCN(Cc2noc(-c3ccccc3OC)n2)C1 (stereo unspecified),-0.1
CC1=C(C(=O)N(C(C)C)C(C)C)CC(CC(=O)NC(c2ccccc2)c2ccccc2)C(=O)N1CCC1=CCCCC1 (stereo unspecified),0.2
CC(C)C(=O)N1CCC1(C)C(=O)NS(=O)(=O)c1cccs1 (stereo unspecified),-0.7
CN(Cc1ccccc1)C(=O)c1cnc(Cc2c[nH]c3ccccc23)c(I)c1,-1.1
O=C1C2C3C=CC(CC3)C2C(=O)N1c1ccc(Br)cc1 (stereo unspecified),0.6
Cc1cc2c(=O)cc(-c3ccccc3)oc2c(C(=O)O)c1C,0.0
CC(C)CCN1C(=O)c2ccccc2C1c1nnnn1C(C)C (stereo unspecified),0.2
CCCCC1Cc2[nH]c(=S)[nH]c(=O)c2C(c2ccc(C(C)C)cc2)O1 (stereo unspecified),-2.0
CCOC(=O)C1(C)CCCN1C(=O)c1ccc(F)c(Cl)c1 (stereo unspecified),0.8
CCOC(=O)C1(C)CCN1C(=O)c1ccc(Cl)cc1Cl (stereo unspecified),-1.1
CCOC(=O)C1=C(COC(=O)Cc2ccccc2[N+](=O)[O-])NC(=O)NC1C (stereo unspecified),0.2
COC(=O)[C@@]1(Cc2ccc(F)cc2)[C@H]2c3cc(C(=O)N4CCCC4)n(CCSCCO)c3C[C@H]2CN1C(=O)c1ccccc1,-1.7
CC1(C(=O)NCc2ccc(Cl)cc2)CCN1C(=O)Cc1cccs1 (stereo unspecified),0.5
N#Cc1ccc(OCC(=O)OCC(=O)N2CCc3ccccc32)cc1,-0.7
CCCCn1nnnc1C(c1ccccc1)N1CCN(c2c(Cl)cncc2Cl)CC1 (stereo unspecified),0.2
COCCCN1C(=O)C(CC(=O)NCCN2CCOCC2)CC(C(=O)N2CCCCCC2)=C1C (stereo unspecified),-1.3
CCCc1c(-c2ccc(F)cc2)ncn1Cc1ccccc1OC,-0.4
CC(C)(C)n1nnnc1C(c1ccnc2ccccc12)N1CCN(C/C=C/c2ccccc2)CC1 (stereo unspecified),0.7
COc1ccc(CN2C(=O)C(CC(=O)NCCCCc3ccccc3)CC(C(=O)N(C)C)=C2C)cc1 (stereo unspecified),-0.9
NC(=O)c1ccc(NCCc2cccs2)cc1,-0.4
COc1cc2c3c(c1OC)C(=O)CC3CCCC2 (stereo unspecified),-0.7
CCOC1CCCc2oc(-c3ccc(N(C)C)cc3)c(C(=O)OC)c21 (stereo unspecified),1.2
CCN(C(=O)Nc1cccc2ccccc12)c1ccccc1,-1.5
COc1cc(CN2CCC(C(=O)NC(c3ccc(-c4ccccc4)cc3)c3cnccn3)CC2)cc(OC)c1 (stereo unspecified),-0.8
O=C(Nc1ccc(C(O)c2ccccc2)cc1)[C@H]1C[C@H](O)[C@@H](CO)O1 (stereo partly specified),-0.3
C[C@H](CO)N1C[C@H](C)[C@H](CN(C)Cc2cccc(O)c2)OCc2ccccc2-c2c(n(C)c3ccccc23)C1=O,0.4
CC1(C(=O)Nc2cnc3ccccc3c2)CCN1CCc1ccccc1 (stereo unspecified),0.1
CC1(Cc2ccccc2Cl)C(=O)Nc2ccc(OC(F)(F)F)cc21 (stereo unspecified),2.4
O=S(=O)(O)Sc1ccccc1,1.4
COc1ccc(NC(=O)c2cc(C3CCCCN3C(=O)OCc3ccccc3)on2)c(C)c1 (stereo unspecified),-0.4
CCCCN1C[C@H](C)[C@@H](CC(=O)Nc2ccc(OC)cc2)C1=O,-1.4
CCOC(=O)[C@]12CCC=C1N(Cc1cccc3ccccc13)C(=O)[C@H](CC(=O)N1CCSCC1)C2,-1.6
Cc1c(CC(=O)NCC(=O)NCC(=O)N[C@@H](Cc2ccccc2)C(=O)O)c(=O)oc2c(C)c(O)ccc12,-0.8
CC1=CC(=O)Nc2ncccc2O1,-1.8
COc1ccc(CC(N)c2csc(NC(=O)c3ccc(F)cc3)n2)cc1 (stereo unspecified),3.2
Cc1cc(Br)cn2c(Cc3ccsc3)c(-c3ccc(F)cc3)nc12,1.6
C[C@@H]1CN([C@@H](C)CO)C(=O)CCCn2nncc2CO[C@@H]1CN(C)C(=O)c1ccc(N2CCN(C)CC2)cc1,-2.6
CC1(C(=O)Nc2cccc(C(F)(F)F)c2)Cc2c(-c3ccccc3)ccnc2O1 (stereo unspecified),0.5
O=C(NNC(=S)Nc1cccc(C(F)(F)F)c1)c1ccncc1,2.2
O=C(CCCN1C(=O)c2cccc3cccc(c23)C1=O)OCC(=O)N1CCCCC1,0.0
O=C(NC(c1ccc(Cl)cc1)c1cnccn1)C1CCN(Cc2ccc(Cl)cc2)CC1 (stereo unspecified),0.3
COc1cccc(CNC(=O)[C@@H]2CCCN2C(=O)[C@@H]2CCCN2C(=O)c2cccc3ccccc23)c1,0.6
Cc1ccc(C(NC(=O)C2CCN(CCOc3ccc(Cl)cc3Cl)CC2)c2ccccn2)cc1 (stereo unspecified),2.0
Cc1c(C)c2ccc(OCC(=O)NCCc3c[nH]c4ccccc34)cc2oc1=O,0.1
COc1ccc(/C=C2\SC(=S)N(CCC(=O)N3CCOCC3)C2=O)cc1OC,-0.7
O=c1[nH]nc(Sc2ccccc2)c(=S)[nH]1,0.4
CC(C)C[C@@H](COCc1cccc(C(F)(F)F)c1)N1CCN(C(=O)c2ccc(C(F)(F)F)cc2)CCC1=O,-0.2
CCOC(=O)C1=CCN(S(=O)(=O)c2ccc(C)cc2)C1c1ccc(Cl)c(Cl)c1 (stereo unspecified),-0.3
CC1(C)NC(=O)C(CCc2ccccc2)NC1=O (stereo unspecified),-1.0
CC(=O)Nc1ccc(-c2ccnc3c2CC(C(=O)Nc2ccc(C(C)C)cc2)O3)cc1 (stereo unspecified),0.2
Cn1cc(Cc2ccc(C(=O)NC34CC5CC(CC(C5)C3)C4)cn2)c2ccccc21,0.8
COc1ccc(CCC(=O)N2c3ccccc3N=C(c3ccc4c(c3)OCO4)C2C(=O)NCc2ccccc2)cc1 (stereo unspecified),0.3
CNc1ncnc2c1ncn2[C@H]1CN(Cc2ccc3c(c2)OCO3)C[C@@H](CO)O1,-3.1
Cc1ccc(S(=O)(=O)N2C[C@H]3C(=O)C[C@@H](c4ccc(Cl)cc4)N(S(=O)(=O)c4ccccc4C)[C@H]3C[C@H]2c2ccccc2)cc1,0.6
CC(=O)c1sc(Nc2ccccc2)nc1C,0.2
C=CC[C@H]1C(C(=O)OCC)=CC[C@@H](c2ccccc2)N1S(=O)(=O)c1ccc(C)cc1,2.7

Remaining list, next part:
mol,MPTP block
CC1(Oc2ccccc2-c2ccno2)CCN(Cc2csc3ccccc23)C1 (stereo unspecified),4.1
O=C(C[C@H]1CC[C@@H]2[C@H](COC[C@@H](O)CN2C(=O)C2CC2)O1)NCc1ccccc1Cl,-1.5
O=C(O)Cc1cccc2c(=O)cc(-c3ccccc3)oc12,0.2
COc1cccc(NC(=O)N(C)C[C@@H]2OCc3cnnn3CCCC(=O)N([C@H](C)CO)C[C@@H]2C)c1,-0.8
CC1=C(C(=O)N(C(C)C)C(C)C)CC(CC(=O)NCCCCc2ccccc2)C(=O)N1CCCN1CCCC1=O (stereo unspecified),-0.4
CCc1nc2nc(C)cc(C)n2c1Nc1ccc(OC)cc1,0.1
COc1ccccc1NC(=O)Nc1nc(C(N)Cc2ccc(C(F)(F)F)cc2)cs1 (stereo unspecified),3.0
CCCCCC(=O)N1C[C@@H](O)[C@H](n2cc(C3CC3)nn2)C[C@@H]1c1ccccc1,-0.6
COC(=O)c1cc(=O)nc(NN=Cc2ccco2)s1,-0.9
Cn1c(=O)c2cc(NC(=S)NC3CC3)ccc2n1Cc1ccc(F)cc1,-2.5
O=C1NC[C@@H](CCCCN2CCN(CCc3ccccc3)C(=O)C2=O)N(CC2CCCCC2)C1=O,-0.3
CCOC(=O)N(C)c1c(CC)nc2c(OCc3ccc(F)cc3)cccn12,0.1
COc1ccc(CCN2C(=O)CCC3=C2CCCC3=O)cc1OC,-0.1
O=C(OCc1ccccc1)N1CCCC2CC1c1ccccc12 (stereo unspecified),-0.6
Cc1ccc(-c2nc(NCCCN(C)C)c3ccccc3n2)cc1,0.8
CC1(C(=O)NS(=O)(=O)C2CC2)CCN(C(=O)c2cccc(OC(F)(F)F)c2)C1 (stereo unspecified),0.7
CC1(C(=O)Nc2ccccc2)CCN1C(=O)C1(c2ccccc2)CC1 (stereo unspecified),1.8
COC(=O)[C@H]1C[C@@]2(O)CN(S(=O)(=O)c3ccc(C)cc3)C[C@@]2(OC(=O)NCc2ccco2)C[C@H]1C(=O)OC,1.4
COc1ccc(CN(C)CCCn2ccc(N)nc2=O)cc1OC,-0.2
CCCCN(C(=O)CC1CCCC1)c1c(N)n(Cc2ccccc2)c(=O)[nH]c1=O,-2.5
CCCNC(=O)C1CC(=O)N(c2ccc(OCc3ccccc3)cc2)C1 (stereo unspecified),-0.2
Cc1ccc(NC(=O)C(C)N2CCCc3ccccc32)cc1S(=O)(=O)N1CCOCC1 (stereo unspecified),0.7
CN(C)c1cccc2c(S(=O)(=O)NC(=O)[C@H]3O[C@@H](n4cnc5c(N)ncnc54)[C@H](O)[C@@H]3O)cccc12,-1.3
FC(F)(F)c1cnc(NNC(=S)Nc2ccccc2)c(Cl)c1,1.1
NCCCNC(=S)NCCCN(Cc1ccc(Cl)cc1)c1ccc(Br)cn1,0.5
CCCCNC(=O)C1(C)CCCCN1C(=O)c1cc(C)n(C(C)(C)C)n1 (stereo unspecified),-0.6
COc1ccccc1NC(=O)Nc1nc(C(N)Cc2ccccc2)cs1 (stereo unspecified),5.2
CC(C)(C)C(c1nc2ccccc2[nH]1)n1c(-c2cc(Cl)cc(Cl)c2)nc2ccccc21 (stereo unspecified),2.7
Cn1nnnc1NN=Cc1ccccc1,-0.2
CC1(C(=O)Nc2ccc(Cl)cc2)Cc2c(-c3ccc(C(N)=O)cc3)ccnc2O1 (stereo unspecified),0.1

3 of the compounds above, with each value named.
Cc1c(CC(=O)NCC(=O)NCC(=O)N[C@@H](Cc2ccccc2)C(=O)O)c(=O)oc2c(C)c(O)ccc12
  MPTP block = -0.8

CC1=CC(=O)Nc2ncccc2O1
  MPTP block = -1.8

COc1ccc(CC(N)c2csc(NC(=O)c3ccc(F)cc3)n2)cc1 (stereo unspecified)
  MPTP block = 3.2

6 compounds out of the list above, ordered by the number in MPTP block, lowest first:
mol,MPTP block
O=C(C[C@H]1CC[C@@H]2[C@H](COC[C@@H](O)CN2C(=O)C2CC2)O1)NCc1ccccc1Cl,-1.5
COC(=O)c1cc(=O)nc(NN=Cc2ccco2)s1,-0.9
CCCCNC(=O)C1(C)CCCCN1C(=O)c1cc(C)n(C(C)(C)C)n1 (stereo unspecified),-0.6
COc1ccc(CCN2C(=O)CCC3=C2CCCC3=O)cc1OC,-0.1
FC(F)(F)c1cnc(NNC(=S)Nc2ccccc2)c(Cl)c1,1.1
COC(=O)[C@H]1C[C@@]2(O)CN(S(=O)(=O)c3ccc(C)cc3)C[C@@]2(OC(=O)NCc2ccco2)C[C@H]1C(=O)OC,1.4

The list goes on.
mol,MPTP block
CCN1CCCC1CNC(=O)c1ccc2c(c1)NC(=O)/C(=C\c1ccccc1F)S2 (stereo unspecified),-1.2
CCN(CC)C(=O)c1csc([C@H]2C[C@H](O)[C@@H](CO)O2)n1,-0.6
CCCCn1nnnc1C(C1CC1)N1CCN(C/C=C/c2ccccc2)CC1 (stereo unspecified),0.5
CCC/C=C/c1ccc(CN2C(CC(C)C)C(=O)N(Cc3cn(Cc4ccco4)nn3)CCS2(=O)=O)cc1 (stereo unspecified),-1.1
CC(C)=CCCC(C)c1cc(C(=O)NCCc2ccc(O)cc2)c(N)s1 (stereo unspecified),-0.3
O=C(NCc1cccs1)c1ccc(-c2ccc(F)c(F)c2)c2ccoc12,0.8
CCC(C)C(NC(=O)C(Cc1ccc(O)cc1)NC(=O)OCc1ccccc1)C(=O)OC (stereo unspecified),-1.4
CCNC(=O)C1(C)CCN(Cc2noc(-c3c(C)noc3C)n2)C1 (stereo unspecified),1.1
CCc1ccc(N(CC(=O)N2CCCC2)S(C)(=O)=O)cc1,0.0
Cc1ccc2c(c1)sc1nncn12,-0.2
CCOC(=O)CCCCCC(=O)Nc1ccc2c(c1)C(=O)N([C@@H](C)CO)C[C@@H](C)[C@H](CN(C)C(=O)c1ccncc1)OCCCC[C@H](C)O2,0.4
CC1(CN2CCCC2)CCC(NC(=O)C(c2ccccc2)c2ccccc2)C(C)(C)O1 (stereo unspecified),1.2
CCOc1cc(OCC)cc(C(=O)N2CCC[C@@H]2C(=O)N2CCC[C@H]2C(=O)NCc2ccncc2)c1,1.3
Cn1c(NCc2ccccc2F)nc2cc(-c3ccccc3)sc2c1=O,1.2
ON=C1CCC2CCCCC2C1 (stereo unspecified),2.1
Cc1ccc(S(=O)(=O)N2C[C@H]3N(C(=O)OC(C)C)N(C(=O)OC(C)C)C[C@H](OC(=O)NCC4CCCCC4)[C@@]3(O)C2)cc1,-0.2
CCOC(=O)c1ccc(NC(=S)P(=O)(c2ccccc2)c2ccccc2)cc1,1.3

Compound activity: PubChem BioAssay, Sanford-Burnham Center for Chemical Genomics

Not all compounds are listed; the hit share may differ from the screen's.
